Screening data deposited in PubChem BioAssay by Sanford-Burnham Center for Chemical Genomics.
tim10-1 inh = tim10-1 yeast growth inhibition | AID 463190 | inhibition, % at 20 µM | hit rate 2.2% among 330,000 | S. cerevisiae tim10-1 ts strain growth, BacTiter-Glo, 24 h;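 active means inhibition of at least 40%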;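 further: mutant grown at 25 °C; 0% = DMSO wells with yeast and 100% = wells holding no yeast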
Mdm2 MdmX PPI = disrupts the human Mdm2-MdmX interaction. SaOS-2 split-luciferase Mdm2/MdmX complementation, luminescence. inhibition, % at 8 µM. AID 485346. hit rate 3% among 330,000. O15151+Q00987;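 active means inhibition of at least 50% at 8 µM in the primary screen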
Target sequence (O15151 whole entry, looked up): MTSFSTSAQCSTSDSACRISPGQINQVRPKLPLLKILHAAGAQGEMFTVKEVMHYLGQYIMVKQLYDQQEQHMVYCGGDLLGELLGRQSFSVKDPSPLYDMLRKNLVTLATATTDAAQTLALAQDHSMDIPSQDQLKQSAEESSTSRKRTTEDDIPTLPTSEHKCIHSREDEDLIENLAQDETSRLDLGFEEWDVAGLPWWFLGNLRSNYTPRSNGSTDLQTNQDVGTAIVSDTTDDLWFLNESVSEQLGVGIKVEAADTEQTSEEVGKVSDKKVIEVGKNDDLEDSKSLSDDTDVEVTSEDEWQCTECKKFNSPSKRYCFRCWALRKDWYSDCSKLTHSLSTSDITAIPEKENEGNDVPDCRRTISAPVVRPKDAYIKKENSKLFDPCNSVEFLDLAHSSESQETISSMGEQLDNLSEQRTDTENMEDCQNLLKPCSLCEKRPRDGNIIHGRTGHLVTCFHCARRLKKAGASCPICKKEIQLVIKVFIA
Target sequence (Q00987 whole entry, looked up): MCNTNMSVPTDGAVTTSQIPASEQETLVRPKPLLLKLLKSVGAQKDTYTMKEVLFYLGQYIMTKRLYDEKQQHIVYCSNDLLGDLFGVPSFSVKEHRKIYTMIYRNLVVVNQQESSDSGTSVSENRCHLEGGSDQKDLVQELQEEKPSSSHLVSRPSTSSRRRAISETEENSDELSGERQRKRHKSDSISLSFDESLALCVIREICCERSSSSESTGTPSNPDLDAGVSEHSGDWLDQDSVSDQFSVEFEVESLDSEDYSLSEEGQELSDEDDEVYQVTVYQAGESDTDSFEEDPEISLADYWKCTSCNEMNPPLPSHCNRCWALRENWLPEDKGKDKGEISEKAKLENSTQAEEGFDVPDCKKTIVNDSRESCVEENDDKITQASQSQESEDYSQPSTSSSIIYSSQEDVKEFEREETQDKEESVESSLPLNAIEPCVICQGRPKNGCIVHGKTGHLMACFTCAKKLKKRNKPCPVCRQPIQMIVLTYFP
Jurkat NFkB inh = inhibitors of the PMA/ionomycin-induced NF-kB reporter in Jurkat cells | AID 435003 | hit rate 0.53% among 330,000 | inhibition, % at 4 µM | PMA/ionomycin-induced NF-kB luciferase reporter, luminescence; in the data active means inhibition above about 50%
697 NFkB inh = inhibitors of the PMA/ionomycin-induced NF-kB reporter in 697 B cells | 697 B-cell NF-kB luciferase reporter, 16 h | inhibition, % at 4 µM | hit rate 0.33% among 330,000; in the data active means inhibition above about 35%
UPR XBP1 act = activators of adaptive arm of unfolded protein response (XBP1) | activation, % at 20 µM | CHO-XBP1 luciferase reporter, IRE1-XBP1 UPR activation, luminescence; percent of tunicamycin response, DMSO as zero | hit rate 0.33% among 330,000 | AID 463104;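 active means versus positive control, 20 µM dose yields 30% or more activation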;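 further: 100% = tunicamycin at 10 µg/mL and 0% = DMSO only wells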
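Material: CHO-XBP1 cells stably carrying IRE1-XBP1-driven luciferase reporter | Medium: F12 with 10% serum | Compound dosing: 20 µM single concentration, DMSO 1% | Incubation: Overnight seeding at 37 °C, 6 h compound treatment at 37 °C | Detection: Steady-Glo luminescence read | Read-out basis: % activation of reporter signal versus tunicamycin and DMSO controls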
UPR CHOP act = apoptotic UPR (CHOP) activation. CHO-CHOP luciferase reporter, luminescence; percent of tunicamycin response over DMSO baseline. hit rate 0.34% among 330,000. activation, % at 10 µM;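 active means at 10 µM dose, activation of 40% or more, normalized to positive control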;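 further: 100% = tunicamycin at 10 µg/mL and 0% = DMSO alone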
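Test system: CHO-CHOP cells, stable luciferase reporter of PERK-eIF2a-CHOP signalling | Quantity: 500 CHO-CHOP cells per well | Buffer or medium: F12 plus 10% serum | Compound dosing: 10 µM single point, 0.5% DMSO | Schedule: 6 h compound treatment, 37 °C | Signal: Luciferase luminescence | Control set: Tunicamycin high control, DMSO low control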
TIM10 inh = inhibits growth of TIM10 yeast strain; hit rate 1.4% among 330,000; S. cerevisiae TIM10 strain growth, BacTiter-Glo luminescence, 24 h; inhibition, % at 10 µM;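 active means inhibition of 40% or more at the single tested concentration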;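 further: wild-type TIM10 isogenic control strain grown at permissive 25 °C; 0% = DMSO yeast wells and 100% = minimal medium wells without yeast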
tim23-1 inh = tim23-1 yeast growth inhibition; S. cerevisiae tim23-1 growth, BacTiter-Glo luminescence, 24 h; inhibition, % at 20 µM; hit rate 1.3% among 330,000; AID 463212;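 active means growth inhibition of the mutant yeast at or above 50%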;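 further: temperature-sensitive mutant grown at 25 °C; plate controls were DMSO-treated mutant yeast for no effect and medium wells lacking yeast for full effect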
The depositor's hits bear a star.

Codes – A = tim10-1 inh; B = Mdm2 MdmX PPI; C = Jurkat NFkB inh; D = 697 NFkB inh; E = UPR XBP1 act; F = UPR CHOP act; G = TIM10 inh; H = tim23-1 inh
> O=C(COc1ccccc1)Nc1cccc(-c2ccc(N3CCOCC3)nn2)c1
  A: -6; B: -72; C: -86; D: -90; E: -1; F: 3.6; G: -7; H: 5

> CCOc1ccc(NC(=O)CSc2nnc(-c3ccncc3)n2CC2CCCO2)cc1 (stereo not drawn)
  A: -4; B: -12; C: -19; D: -5; E: -1; F: 0.4; G: -10; H: 9

> OC(COc1ccc2ccccc2c1)CN1CCOCC1 (stereo not drawn)
  A: 6; B: -9; C: -21; D: -15; E: -1; F: 2.4; G: -1; H: 4

> O=C(O)CCC(=O)N1N=C(c2ccccc2)CC1c1ccc2nccnc2c1 (stereo not drawn)
  A: 5; B: -10; C: -2; D: 12; E: 1; F: 1.8; G: -8; H: 9

> Cc1nn(CC(=O)N2CCN(c3ccccn3)CC2)c(=O)c2cc3sccc3n12
  A: 3; B: 27; C: -6; D: -1; E: 0; F: 0.3; G: -5; H: -1

> C=CCN1C(=O)c2ccc(C(=O)N(C)CC(=O)Nc3cccc(F)c3)cc2C1=O
  A: 5; B: 16; C: 9; D: 7; E: 2; F: 0.7; G: 0; H: -2

> COc1ccccc1C(=O)N1CCN(S(=O)(=O)c2ccccc2)CC1
  A: 20; B: 0; C: 13; D: -3; E: 0; F: -0.3; G: -6; H: 9

> COCc1cc(=O)[nH]c(/N=C(\N)Nc2ccc(C)cc2)n1
  A: 15; B: -15; C: 7; D: 5; E: 1; F: -0.8; G: 7; H: 4

> CN(Cc1ccccc1)c1nc2c(c(=O)[nH]c(=O)n2C)n1Cc1ccccc1
  A: 18; B: -14; C: 8; D: 17; E: 6; F: 2.4; G: 14; H: 8

> Cc1ccc(CCNC(=O)CN2C(=O)COc3ccc(S(=O)(=O)N4CCOCC4)cc32)cc1
  A: -7; B: 21; C: -15; D: 9; E: -2; F: -0.2; G: -14; H: 1

> COCCNC(=O)C(OC(=O)C1=Cc2ccccc2OC1)C(C)C (stereo not drawn)
  A: -4; B: 4; C: 5; D: 9; E: 0; F: -0.6; G: -10; H: 13

> CCNc1nc(NCC)n2c(SCC(=O)Nc3ccccc3C(F)(F)F)nnc2n1
  A: -8; B: -34; C: 3; D: 5; E: -1; F: 0.1; G: -1; H: 0

> O=C(CCC1CCCCC1)Nc1nncs1
  A: 14; B: -2; C: 3; D: 5; E: -1; F: 1.5; G: 18; H: 25

> COC(=O)c1c(-c2ccc(C)cc2)csc1NC(=O)c1c(-c2ccccc2)noc1C
  A: -5; B: 79*; C: -46; D: -199; E: -6; F: 0.5; G: -6; H: 17

> CCCNC(=O)C12CCC(C)(C(=O)C1Br)C2(C)C (stereo not drawn)
  A: 4; B: -11; C: 6; D: 12; E: 0; F: -0.4; G: 2; H: -2

> C=CCc1ccccc1OCC(O)CN1CCN(CCN2C(=O)c3cccc4cccc(c34)C2=O)CC1 (stereo not drawn)
  A: 20; B: 13; C: 12; D: 9; E: -1; F: 1.9; G: 19; H: 9

> CCCc1cc(=O)oc2cc(OCC(=O)Nc3ccc(CN4CCOCC4)cc3)c(Cl)cc12
  A: 32; B: 1; C: -8; D: -21; E: 0; F: -2.5; G: 14; H: -2

> CN(CCc1ccccn1)C(=O)CCC1CCCN(C(=O)c2ccc3c(c2)OCCO3)C1 (stereo not drawn)
  A: 2; B: -36; C: -3; D: 7; E: 0; F: 0.3; G: -5; H: 5

> O=C(CCc1ccccc1)OCC(=O)c1ccc(Br)cc1
  A: 24; B: 0; C: -4; D: 6; E: -1; F: 0.2; G: 4; H: 4

> S=C(NCCc1c[nH]c2ccccc12)NC1CC1
  A: -16; B: 20; C: 3; D: 2; E: -1; F: -1.5; G: -17; H: -21

> Cc1c(NC(=O)CSc2ncccn2)c(=O)n(-c2ccccc2)n1C
  A: 10; B: 13; C: 2; D: 11; E: -1; F: 0.3; G: -6; H: 12

> O=C1c2ccccc2C(=O)N1CCC#Cc1ccc2cc(CCO)oc(=O)c2c1
  A: 2; B: -16; C: -3; D: 4; E: 3; F: -1.6; G: 1; H: 4

> O=C(CCCN1C(=O)c2cccc3cccc(c23)C1=O)N1CCc2ccccc2C1
  A: 17; B: 7; C: -1; D: 2; E: -3; F: 2.1; G: 18; H: 28

> CCn1c(C)cc(=O)cc1-c1ccc(Cl)cc1
  A: 9; B: -3; C: -36; D: -1; E: -3; F: -0.4; G: -2; H: 8

> Cc1nc(C)c(C(=O)OCC(=O)N(C)c2ccccc2)s1
  A: 26; B: 13; C: 6; D: 23; E: -3; F: 2.5; G: -2; H: 28

> COc1ccc(NC2CCCN(C(=O)c3csc(C(C)C)n3)C2)cc1 (stereo not drawn)
  A: 12; B: -9; C: 10; D: -15; E: -4; F: 0.2; G: -6; H: 7

> COc1ccc(C(=O)c2coc3ccc(O)c(CN4CCCC4)c23)cc1
  A: 18; B: 7; C: -1; D: -5; E: -3; F: 3.5; G: 6; H: 2

> CCOC(=O)c1sc(NC(=O)CSc2nnnn2-c2ccccc2)nc1C
  A: 13; B: 23; C: 0; D: 5; E: 5; F: -1.6; G: 4; H: 29

> C=CC[C@@]12C=C(OC)C(=O)C(OC)=C1O[C@H](c1ccc3c(c1)OCO3)[C@H]2C
  A: 16; B: 10; C: -8; D: 2; E: 1; F: -0.4; G: 4; H: 24

> COc1ccc2cc(C(=O)N/N=C/c3sc4ccccc4c3O)ccc2c1
  A: 3; B: 89*; C: 1; D: -22; E: -1; F: 2.2; G: -1; H: 1

> COc1ccc(OCc2nc3ccccc3n2C(C)C)cc1
  A: 31; B: 5; C: 7; D: 11; E: -1; F: 2.0; G: 19; H: 30

> CCOC(=O)C(Cc1ccccc1)NC(=O)CCc1c(C)nc2nc(C)nn2c1C (stereo not drawn)
  A: 4; B: 0; C: 3; D: 10; E: 0; F: -0.6; G: -1; H: 14

> O=C(CSc1ncc(-c2ccccc2)n1CC1CCCO1)N1CCCCC1 (stereo not drawn)
  A: 17; B: -10; C: 0; D: 2; E: -1; F: 1.4; G: 6; H: 6

> CCOc1ccccc1N1CCN(C(=O)CC(C)(C)C)CC1
  A: 23; B: 19; C: -6; D: 5; E: -1; F: -1.1; G: 15; H: 21

> C=CCN=C1S/C(=C\N(C)C)C(=O)N1S(=O)(=O)c1ccc(C)cc1
  A: 17; B: 21; C: 3; D: 14; E: 0; F: 0.2; G: -4; H: 15

> CS(=O)(=O)N(CC(=O)N1CCN(c2ccccc2F)CC1)c1ccc2c(c1)OCCO2
  A: 20; B: 7; C: 10; D: 9; E: 2; F: -1.2; G: 19; H: 22

> O=C(NCc1ccccc1Cl)C1CCC(CNc2c(N3CCOCC3)c(=O)c2=O)CC1 (stereo not drawn)
  A: -6; B: 6; C: -6; D: 9; E: -3; F: -2.1; G: -2; H: -14

> C=CCn1c(-c2cnn(-c3ccccc3)c2N)n[nH]c1=S
  A: 16; B: 1; C: -10; D: -8; E: 3; F: -0.1; G: -16; H: 12

> CC(C)NS(=O)(=O)c1ccc(CCC(=O)NCc2ccncc2)cc1
  A: 4; B: 13; C: -11; D: 1; E: -3; F: -1.7; G: -3; H: 0

> CC(C)CCNC(=O)C12CN(Cc3ccccc3)CC1C(c1ccc([N+](=O)[O-])cc1)=NO2 (stereo not drawn)
  A: 23; B: 26; C: 0; D: -1; E: -4; F: -1.2; G: -15; H: -13

> O=C(O)c1cnc(-c2ccccc2)nc1Oc1ccc(Cl)cc1
  A: 11; B: -6; C: -13; D: 15; E: 1; F: -2.0; G: -3; H: 12

> O=C(Cc1ccc(-c2ccccc2)cc1)NC1CCCC1
  A: 12; B: -22; C: 5; D: 12; E: -1; F: 0.8; G: -4; H: 8

> N#Cc1cccc(NC(=O)Cn2cnc(S(=O)(=O)N3CCCC3)c2)c1
  A: -10; B: 8; C: 1; D: -8; E: -5; F: 2.6; G: 6; H: 10

> CC1CCN(C(=O)C(Cc2ccccc2)n2cccc2)CC1 (stereo not drawn)
  A: 13; B: 23; C: -1; D: 4; E: -3; F: -0.6; G: -8; H: 13

> Cc1cc([N+](=O)[O-])nn1CC(=O)Nc1cc(F)ccc1F
  A: 3; B: 16; C: 5; D: -4; E: -1; F: 0.0; G: -6; H: 7

> O=C(O)C1=C(C(=O)Nc2cc(C(F)(F)F)ccc2Cl)CCCC1
  A: -3; B: 0; C: -3; D: 37*; E: -3; F: -0.1; G: 0; H: 9

> CC(C)C(=O)c1cn(CC(=O)NCc2ccc3c(c2)OCO3)c2ccccc12
  A: 10; B: -34; C: -10; D: -8; E: -2; F: -0.2; G: -6; H: -10

> Cc1c(NC(=O)CCc2ccccc2)cccc1[N+](=O)[O-]
  A: 3; B: 4; C: 3; D: 16; E: -5; F: -1.0; G: -2; H: 14

> O=C(C1CCC1)N1CCN(S(=O)(=O)c2ccccc2)CC1
  A: -1; B: 18; C: 1; D: -15; E: 1; F: 0.6; G: 3; H: -2

> COc1ccc2cc3cc(C(=O)N4CCN(Cc5ccc6c(c5)OCO6)CC4)oc3nc2c1
  A: 39; B: 39; C: 1; D: 2; E: -3; F: -0.5; G: 40*; H: 68*

Sorted by molecular weight (low to high): some entries from above
Codes – A = tim10-1 inh; B = Mdm2 MdmX PPI; C = Jurkat NFkB inh; D = 697 NFkB inh; E = UPR XBP1 act; F = UPR CHOP act; G = TIM10 inh; H = tim23-1 inh
> Cc1c(NC(=O)CCc2ccccc2)cccc1[N+](=O)[O-]
  A: 3; B: 4; C: 3; D: 16; E: -5; F: -1.0; G: -2; H: 14

> O=C(C1CCC1)N1CCN(S(=O)(=O)c2ccccc2)CC1
  A: -1; B: 18; C: 1; D: -15; E: 1; F: 0.6; G: 3; H: -2

> O=C(O)C1=C(C(=O)Nc2cc(C(F)(F)F)ccc2Cl)CCCC1
  A: -3; B: 0; C: -3; D: 37*; E: -3; F: -0.1; G: 0; H: 9

> CC(C)C(=O)c1cn(CC(=O)NCc2ccc3c(c2)OCO3)c2ccccc12
  A: 10; B: -34; C: -10; D: -8; E: -2; F: -0.2; G: -6; H: -10

Continuation:
Codes – A = tim10-1 inh; B = Mdm2 MdmX PPI; C = Jurkat NFkB inh; D = 697 NFkB inh; E = UPR XBP1 act; F = UPR CHOP act; G = TIM10 inh; H = tim23-1 inh
> c1ccc(Cn2nc(-c3ccccc3)nc2-c2ccccc2)cc1
  A: 17; B: -69; C: -24; D: -22; E: 1; F: 2.7; G: 17; H: 28

> CCCCCCn1c(CN2CCC(C)CC2)nc2c1c(=O)n(C)c(=O)n2C
  A: 12; B: 15; C: 3; D: 1; E: -4; F: -0.6; G: 3; H: 14

> COc1ccc(CCNC(=O)CSc2nnc(CNC(=O)c3ccccc3F)o2)cc1OC
  A: 9; B: 5; C: 7; D: 0; E: -1; F: -0.8; G: -2; H: 0

> CCOC(=O)c1cc(-c2ccc(OC)cc2)nn1-c1ccc(C(=O)O)cc1
  A: 3; B: 11; C: 6; D: 3; E: 4; F: -0.9; G: 7; H: 4

> CC(CNC(=O)c1ccc(OC2CCN(Cc3ccccn3)CC2)cc1)c1ccccc1 (stereo not drawn)
  A: 17; B: -7; C: -45; D: -21; E: 1; F: 3.1; G: 12; H: 14
